High-throughput results as filed in PubChem BioAssay.
TrxR1 inh: blocks rat thioredoxin reductase 1; O89049; recombinant rTrxR1, NADPH fluorescence consumption, selenite substrate; Potency, µM (highest dose often 114 µM), without a hit: at the top dose activity change, negative = inhibition, actives largely listed as inhibitors; hit rate 1% among 390,000; also: potency is read from the fitted curve at half-maximal effect; % is scaled to controls: 0 for no effect and ±100 for the full control effect; nearly all actives have a fitted effect of over 65% in size
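Rat TrxR1 (90 nM in the dispensed reagent) was pre-reduced with 400 uM NADPH for 5 min at room temperature, then incubated with compound for 15 min. After 400 uM selenite was added, NADPH fluorescence (Ex 340/Em 450 nm) was followed for 8 min.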
TrxR1 substrate: rat thioredoxin reductase 1 substrate activity; Potency, µM (titrated, usually from 114 µM), for the others: top-dose activity change, negative = substrate turnover; hit rate 0.01% among 390,000; O89049; purified TrxR1 substrate turnover, NADPH consumption readout; AID 588456; also: potency is read from the fitted curve at half-maximal effect; % is scaled to controls: 0 for no effect and ±100 for the full control effect; nearly all actives have a fitted effect of over 50% in size
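Rat TrxR1, dispensed at 90 nM, was prereduced with 400 uM NADPH (final) for 5 min at ~22 deg C, then incubated with compound 15 min before 400 uM selenite. A first-read NADPH fluorescence drop versus no-compound background flagged substrates.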
D2 antagonist: antagonists of human D2 dopamine receptor; P14416; HEK293 TREx D2 cells, calcium flux, dopamine EC80; inhibition, % at 10 µM; hit rate 2% among 340,000; AID 485344; in the data active = inhibition above about 30%; also: 0% is about no effect
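Measurement of antagonist activity uses fluorescent calcium dye in inducible HEK293 T-REx D2 cells: 10 s baseline, compound addition with 180 s read, EC80 dopamine addition with a further 180 s read.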
D2 ag: D2 dopamine receptor (human) agonism; HEK293 T-REx D2 cells, calcium flux agonist mode; activation, % at 2 µM; hit rate 0.53% among 340,000; AID 485358;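 active = activation over 3 SD above normal in the single-dose calcium agonist read, cut at about 30% in these data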; also: 0% is about no effect
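Agonism is scored from calcium flux in a force-coupled, inducible HEK293 cell line expressing D2, read kinetically for 180 s after compound addition against dopamine controls.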
Pin1 inh: human Pin1 inhibition; Pin1 FP peptide displacement, HiFluor488, 10 min; hit rate 0.009% among 390,000; AID 504891; Potency, µM (titrated, usually from 115 µM), inactives show at the top dose activity, negative = inhibition, hits mostly inhibitors; Q13526; active = well fitted inhibition curve with a large enough effect in the polarisation, with a control signal flat, not every such curve was filed as active; inconclusive = small, poorly fitted or top-dose-only effect, or effect the other way, or a change in a side signal; inactive = no such curve, though single readings can be large or run the other way; the % refers to the polarisation; also: potency is read from the fitted curve at half-maximal effect; % is scaled to controls: 0 for no effect and ±100 for the full control effect
Target sequence (Q13526 whole entry, looked up): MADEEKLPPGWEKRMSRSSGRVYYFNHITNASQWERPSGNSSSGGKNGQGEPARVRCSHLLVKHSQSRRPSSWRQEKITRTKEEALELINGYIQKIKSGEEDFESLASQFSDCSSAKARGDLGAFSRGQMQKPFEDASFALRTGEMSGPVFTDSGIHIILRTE
USP1 inh: inhibitors of human USP1/UAF1 deubiquitinase. hit rate 0.23% among 390,000. AID 743255. recombinant USP1/UAF1, Ub-Rhodamine cleavage fluorescence. O94782. Potency, µM (titrated, usually from 57.1 µM), for the others: at the highest dose activity change, negative = inhibition, usual class: inhibitors; also: potency is read from the fitted curve at half-maximal effect; % is scaled to controls: 0 for no effect and ±100 for the full control effect; nearly all actives have a fitted effect of over 60% in size; inactives centre near -12
Target sequence (O94782 whole entry, looked up): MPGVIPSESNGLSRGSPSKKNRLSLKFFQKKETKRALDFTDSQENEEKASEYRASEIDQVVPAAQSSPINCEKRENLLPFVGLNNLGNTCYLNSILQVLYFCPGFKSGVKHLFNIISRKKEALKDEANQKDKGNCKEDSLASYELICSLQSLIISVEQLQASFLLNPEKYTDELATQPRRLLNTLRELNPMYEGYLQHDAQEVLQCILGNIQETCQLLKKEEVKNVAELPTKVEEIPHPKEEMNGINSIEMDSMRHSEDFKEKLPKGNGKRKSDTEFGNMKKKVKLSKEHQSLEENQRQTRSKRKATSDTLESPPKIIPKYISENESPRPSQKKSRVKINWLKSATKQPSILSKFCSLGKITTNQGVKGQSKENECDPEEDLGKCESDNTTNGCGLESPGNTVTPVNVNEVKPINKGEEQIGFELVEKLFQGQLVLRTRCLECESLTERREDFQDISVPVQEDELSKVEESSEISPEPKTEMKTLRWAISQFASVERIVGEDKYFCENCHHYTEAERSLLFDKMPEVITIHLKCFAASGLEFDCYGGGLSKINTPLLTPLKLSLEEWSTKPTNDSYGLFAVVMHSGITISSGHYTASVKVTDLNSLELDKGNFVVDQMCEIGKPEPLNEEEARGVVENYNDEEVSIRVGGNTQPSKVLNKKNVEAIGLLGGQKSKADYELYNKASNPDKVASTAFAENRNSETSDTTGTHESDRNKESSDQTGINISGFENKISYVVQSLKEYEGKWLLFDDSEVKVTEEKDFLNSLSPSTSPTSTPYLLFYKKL
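USP1/UAF1 complex at 1 nM was preincubated with compound for 15 min at room temperature, then Ub-Rho substrate (150nM final) was added. Fluorescence (480/540 nm) was read kinetically, 6 reads every 60 seconds.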
IDH1 R132H inh: inhibitors of human mutant IDH1 R132H; hit rate 0.093% among 390,000; O75874; Potency, µM (titrated, usually from 76.6 µM), without a hit: top-dose activity change, negative = inhibition, actives largely listed as inhibitors; AID 602179; IDH1-R132H enzyme, NADPH consumption, diaphorase/resazurin fluorescence; also: potency is read from the fitted curve at half-maximal effect; % is scaled to controls: 0 for no effect and ±100 for the full control effect; nearly all actives have a fitted effect of over 65% in size
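IDH1-R132H (0.5 ug/mL dispensed) in pH 7.5 Tris buffer was preincubated 30 min with compound, then given a substrate mix of 0.016 mM NADPH and 2 mM alpha-KG for 80 min at room temperature; remaining NADPH was read by diaphorase/resazurin fluorescence.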
TRHR agonist: TRH receptor (human) agonism; activation, % at 2 µM; TRHR cells, calcium flux fluo-8, FDSS agonist mode; P34981; hit rate 0.18% among 360,000; in the data active = activation above about 30%; also: 0% is about no effect
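TRHR-expressing cells, plated overnight in medium with 10% serum, were loaded with fluo-8 calcium dye at room temperature. After a 10 s baseline, library compound was pin-added and calcium release was recorded kinetically (ex 480/em 530) as agonist response.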
TRHR enhancer: TRH receptor (human) allosteric enhancement; TRHR cells, fluo-8 calcium fluorescence, EC20 TRH enhancement; AID 493056; hit rate 0.66% among 360,000; enhancement, % at 2 µM; P34981; in the data active = enhancement above about 30%; also: 0% is about no effect
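Enhancer read-out: after compound pinning and an initial kinetic agonist-mode read, an EC20 of TRH (10 nM final) was injected and fluo-8 calcium signal (Ex 480/Em 530) followed at 1 s/cycle for 100 cycles in TRHR-expressing cells.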
* = called active by the depositor; ? = inconclusive; . = no result given; & = joins results of further samples; [ ] = dose if it differs, or a comment. Unless noted, calls follow the shape of the dose curve; as a rule, active = well fitted inhibition curve with a large enough effect; inconclusive = small, poorly fitted or top-dose-only effect; inactive = no such curve, though single readings can be large or run the other way. This is a subset; the hit share may differ from the screen's.

SMILES	TrxR1 inh	TrxR1 substrate	D2 antagonist	D2 ag	Pin1 inh	USP1 inh	IDH1 R132H inh	TRHR agonist	TRHR enhancer
COc1ccccc1N(CC(O)COc1ccccc1)S(=O)(=O)c1ccccc1 (stereo not given)	-7%	-3%	-15	2.4	-4%	-18%	5%	0.0	-1
O=C(Nc1cccc(-c2cccc(F)c2)c1)C1CCN(CC2CCOC2)CC1 (stereo not given)	12%	1%	-5	0.4	4%	-5%	5%	3.2	7
Cc1ccc2[nH]c3c(c2c1)CN(C(=O)CN1CCN(c2ccccc2F)CC1)CC3	.	.	2	-2.4	.	.	.	-2.1	10
N#Cc1ccccc1N1CCN(C(=O)c2ccc(NC(=O)c3ccc(Br)o3)cc2)CC1	?	17%	-13	0.0	?	?	4%	0.1	6
Cc1ccc(C(=O)N/N=C/C2=Cc3ccccc3OC2C)cc1 (stereo not given)	-2%[57.1 µM]	24%[57.1 µM]	16	-0.9	1%	-14%	12%	-1.1	5
COc1ccc(NC(=O)N(C)C[C@H]2Oc3ccc(NC(=O)Nc4c(C)noc4C)cc3C(=O)N([C@H](C)CO)C[C@H]2C)cc1	-17%	4%	.	.	4%	-31%	0%	.	.
Cc1ccc(C(=O)Nc2ccc(NC(=O)c3cccs3)cc2)cc1[N+](=O)[O-]	18%	1%	-4	0.1	6%	-14%	0%	0.0	0
O=C(COc1ccc(F)cc1)Nc1nnc(S(=O)(=O)N2CCCC2)s1	16%&16%	1%	-5	-0.4&0.4	18%&-10%	-7%&9%	2%&-10%	0.3&-0.4	3&-3
COCCCNC(=O)CSc1nc2c(sc3ccccc32)c(=O)n1CCc1ccc(OC)c(OC)c1	13%[57.1 µM]	-3%[57.1 µM]	.	0.3	2%	-11%	5%	-0.3	-2
Cc1ccc(/C=N/NC(=O)CCCOc2ccc(Cl)cc2Cl)cc1	-4%	-5%	-24	-0.2	-9%	-22%	2%	-0.4	1
CCOC(=O)CNC(=O)CSc1nc(NCc2ccccc2)nc(N(C)C)n1	8%[57.1 µM]	3%[57.1 µM]	1	-0.1	-1%	-22%	2%	-0.7	1
O=Cc1c(Nc2cccc(C(F)(F)F)c2)nc2ccccn2c1=O	11%[57.1 µM]	12%[57.1 µM]	-33	7.7	-2%	-8%	7%	0.0	0
COc1ccc(C)cc1NC(=O)CO/N=C(\N)CC(=O)NC1CCCCC1	-10%	-14%	20	0.3	6%	-12%	-7%	0.9	7
Cc1ccc(NS(=O)(=O)c2cc(C(=O)N3CCN(C)CC3)ccc2C)cc1	10%	2%	-16	2.7	-4%	-28%	8%	0.4	0
CC(C)NC(=O)c1ccc(COc2cc(Cl)ccc2Cl)o1	9%	5%	4	-0.3	5%	-14%	8%	-2.5	3
Cc1ccccc1OCC(=O)N/N=C/c1ccc2c(c1)OCCO2	-9%	-7%	-13	-0.4	-10%	-6%	6%	-3.1	2
Cn1cc(CN2CCC(C(=O)N3CCCCC3)CC2)c(-c2ccccc2F)n1	5%[57.1 µM]	3%[57.1 µM]	-12	1.9	6%	-3%	-2%	-0.4	-4
COc1ccc(/C=N/NC(=O)CCc2c(C)n[nH]c2C)cc1OC	3%	0%	-1	-0.7	0%	-13%	1%	0.0	12
CCCCCOc1ccc(NC(=O)CSc2cccc3cccnc23)cc1	0%[57.1 µM]	17%[57.1 µM]	2	0.7	0%	-6%	3%	0.0	-3
O=C(Nc1ccc(F)cc1)C1CCN(S(=O)(=O)c2cccc3nonc23)CC1	6%[57.1 µM]	1%[57.1 µM]	16	0.2	22%	-20%	-7%	0.0	-10
Cc1cc(Nc2ccccc2C)n2nc(Cc3ccc(Cl)cc3)nc2n1	14%	1%	.	-1.2	-5%	-28%	0%	-1.9	0
O=C(O)C1CCCN(S(=O)(=O)c2ccccc2)C1 (stereo not given)	12%[57.1 µM]	5%[57.1 µM]	-3	-0.5	-9%	?	1%	0.4	15
Cc1nc(CSc2nnc(N)s2)cs1	-1%[57.1 µM]	-7%[57.1 µM]	-10	-0.2	3%	-21%	-9%	-0.1	2
Nc1nonc1-n1nnc(C(=O)N/N=C/c2cccc(Cl)c2)c1-c1ccc2c(c1)OCO2	20%	-1%	-36	0.8	5%	-13%	52%[activator]	0.5	2

Some of the entries above in a different format.
| SMILES | TrxR1 inh | TrxR1 substrate | D2 antagonist | D2 ag | Pin1 inh | USP1 inh | IDH1 R132H inh | TRHR agonist | TRHR enhancer |
| --- | --- | --- | --- | --- | --- | --- | --- | --- | --- |
| Cn1cc(CN2CCC(C(=O)N3CCCCC3)CC2)c(-c2ccccc2F)n1 | 5%[57.1 µM] | 3%[57.1 µM] | -12 | 1.9 | 6% | -3% | -2% | -0.4 | -4 |
| COc1ccc(/C=N/NC(=O)CCc2c(C)n[nH]c2C)cc1OC | 3% | 0% | -1 | -0.7 | 0% | -13% | 1% | 0.0 | 12 |

Going on with the list:
SMILES	TrxR1 inh	TrxR1 substrate	D2 antagonist	D2 ag	Pin1 inh	USP1 inh	IDH1 R132H inh	TRHR agonist	TRHR enhancer
Cc1ccc2c(CN(C)Cc3ccccc3)cc(=O)oc2c1C	1%[57.1 µM]	8%[57.1 µM]	18	-0.4	4%	-21%	20%	-0.4	13
Cc1ccnc(NC(=O)c2ccoc2C)c1	7%[57.1 µM]	5%[57.1 µM]	-2	-0.3	0%	-15%	5%	0.5	2
CC(=O)CCn1c(=O)n(CCC(C)=O)c(=O)n(CCC(C)=O)c1=O	-3%	7%	24	-0.7	4%	-5%	-7%	-0.7	-2
CCOC(=O)C1=C(CS(=O)(=O)c2ccc(C)c(C)c2)NC(=O)NC1c1ccccc1OCC (stereo not given)	-1%	-2%	.	.	-3%	-25%	13%	1.0	5
CC(C)N1CCc2c(sc(NC(=O)C3CCCCC3)c2C(N)=O)C1	1%[57.1 µM]	8%[57.1 µM]	-11	0.6	1%	-15%	4%	1.8	4
CC(=C\c1ccco1)/C=C1/SC(=S)N(CC(=O)O)C1=O	?	-23%	2	1.4	98%[activator]	-13%	-11%	0.8	0
C=CCn1c(=O)/c(=C2/Sc3ccccc3N2CC)s/c1=C1/C(=O)NN=C1C	.	.	-15	0.7	.	.	.	-0.3	4
COc1cc(CC(=O)N/N=C/c2ccc([N+](=O)[O-])cc2)c([N+](=O)[O-])cc1OC	-12%	-8%	1	-0.4	8%	3%	-4%	0.4	4
COc1ccc(OC)c(S(=O)(=O)NC2CCSc3ccccc32)c1 (stereo not given)	8%	2%	-30	-1.1	-4%	-17%	6%	-0.3	15
O=C(CNC(=O)c1ccccn1)N=Nc1c(O)[nH]c2ccccc12	-7%	-9%	-1	-3.9	2%	-10%	-6%	-1.2	0
COC(=O)c1ccc(OCC(=O)NC(C)(C)C)cc1	4%[57.1 µM]	6%[57.1 µM]	-25	0.0	0%	5%	-1%	-0.3	0
O=C(NCCc1c[nH]c2ccccc12)C(=O)Nc1ccccc1	26%[57.1 µM]	0%[57.1 µM]	-3	-0.5	1%	-10%	3%	-0.6	-1
COc1ccccc1C(=O)N(Cc1sccc1C)C1CCS(=O)(=O)C1 (stereo not given)	27%	8%	4	-0.8	9%	-24%	-5%	-0.4	4
Cc1ccc(Nc2c(-c3cccnc3)nc3ccc(Cl)cn23)cc1	11%	5%	.	0.2	?	-3%	15%	-1.4	6
Cc1c(C(=O)c2ccc(Cl)cc2Cl)cnc2cc3c(cc12)OCO3	7%	-5%	.	.	1%	-14%	3%	0.0	-2
Nc1ccccc1C#CC(=O)c1ccccc1	?	9%[2.29 µM]	10	0.9	9%	-14%	9%	2.6	0
CCn1nnc(-c2ccccc2NC(=O)C(F)(F)F)n1	24%	9%	-18	0.7	2%	-4%	3%	0.3	8
CCN1C(=O)[C@@H]2[C@@H](c3ccc(-c4ccccc4)cc3)N3CCCC[C@@]3(C(=O)OC)[C@@H]2C1=O	10%[57.1 µM]	11%[57.1 µM]	-4	-1.2	?	?	4%	1.5	4
COc1ccccc1/C=C/C=N/n1c(C2CCCCC2)n[nH]c1=S	4%[57.1 µM]	-7%	-3	0.0	-3%	-8%	-2%	0.7	2
Cc1ccc2c(CN3CCOCC3)cc(=O)oc2c1	-2%	-3%	-1	1.3	1%	-5%	-2%	0.0	3
O=C(Nc1ccc([N+](=O)[O-])cc1)Nc1cnccn1	8%	-4%	-7	0.5	?	-16%	-3%	0.2	-3
O=C(NCCCN1CCOCC1)C1Cc2c(ccc3ccccc23)O1 (stereo not given)	11%[57.1 µM]	7%	-3	2.7	-1%	3%	7%	0.3	4
O=C(CSc1nc2[nH]ncc2c(=O)n1-c1ccc(Cl)c(Cl)c1)NCc1ccccc1Cl	16%[57.1 µM]	4%[57.1 µM]	-5	0.1	2%	-14%	-11%	0.4	-3
CCN1CCN(Cc2ccc(NC(=O)c3ccc(C)c(NC(=O)N4CCNC4=O)c3)cc2C(F)(F)F)CC1	10%[57.1 µM]	2%&-4%	4&-1	-0.2&0.4	1%&0%	-31%&-18%&-23%	6%&12%&18%	0.5&0.3	11&4
O=C(COC(=O)c1ccc(F)cc1)Nc1nc2ccc([N+](=O)[O-])cc2s1	3%	-6%	-4	0.0	31%[activator]	-21%	-6%	0.6	8
O=C(Nc1ccc(O)cc1)c1ccc2c(c1)C(=O)N(Cc1cccnc1)C2=O	-9%	-4%	-2	-1.4	2%	-17%	6%	0.0	6
COc1ccccc1NC(=O)/C(=C/c1ccncc1)NC(=O)c1ccccc1	27%	6%	25	-0.8	-4%	-23%	12%	-0.2	-2
O=C(CC1C(=O)NCCN1Cc1ccc(F)c(F)c1)NCCCn1ccnc1 (stereo not given)	11%[57.1 µM]	3%[57.1 µM]	-26	0.4	-12%	-22%	-4%	1.0	7
CN(C)CCCNC(NC(=O)/C=C/c1ccccc1)C(Cl)(Cl)Cl (stereo not given)	17%[11.4 µM]	6%[11.4 µM]	7	1.2	-12%	-21%	4%	0.4	2
CC(C)c1ccc(OCC(=O)N2CCN(c3ccccn3)CC2)c(Br)c1	-1%	-2%	7	-0.3	6%	-17%	7%	-0.4	-9
COc1ccc(-c2c(-c3ccccc3OC)oc3ccccc23)cn1	46%[activator]	34%	0	-0.4	-1%	?	0%	-0.3	-5
